Mtb RmlCD inh = M. tuberculosis RmlC/RmlD coupled enzyme inhibitors, primary screen, biochemical, compound mixtures, 384-well, from 1536-well plates; RmlC+RmlD coupled enzyme assay, percent inhibition; primary screen in compound mixtures; AID 1533, 2009; inhibition, % at 3.6 µM; dTDP-4-dehydrorhamnose reductase (Mycobacterium tuberculosis (strain ATCC 25618 / H37Rv)) …; 160,000 tested, 0.03% active; in the data active = inhibition mostly above about 34%, no sharp cut-off; inconclusive = no clear call, values can overlap the other calls; inactive = mostly below about 22%; also: some results filed as inactive read as strong as hits
Target sequence (P9WH09 whole entry, looked up): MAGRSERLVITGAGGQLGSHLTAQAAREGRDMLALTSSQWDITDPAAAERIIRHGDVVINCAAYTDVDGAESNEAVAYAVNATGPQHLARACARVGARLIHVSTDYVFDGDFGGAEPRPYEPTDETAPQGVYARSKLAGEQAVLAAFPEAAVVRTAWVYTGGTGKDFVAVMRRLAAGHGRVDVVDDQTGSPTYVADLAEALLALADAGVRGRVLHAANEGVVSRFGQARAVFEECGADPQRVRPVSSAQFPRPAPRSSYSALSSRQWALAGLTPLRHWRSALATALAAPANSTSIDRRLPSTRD
Target sequence (P9WH11 whole entry, looked up): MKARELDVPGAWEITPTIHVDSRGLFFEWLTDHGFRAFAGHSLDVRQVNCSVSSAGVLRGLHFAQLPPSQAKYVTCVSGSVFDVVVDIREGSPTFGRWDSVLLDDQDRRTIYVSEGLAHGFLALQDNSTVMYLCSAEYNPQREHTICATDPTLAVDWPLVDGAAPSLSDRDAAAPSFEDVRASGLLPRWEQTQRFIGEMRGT
GlmU inhibition = inhibition of mycobacterial GlmU enzyme – biochemical, glucosamine-1-phosphate acetyltransferase (AID 1376); Bifunctional protein GlmU (Mycobacterium tuberculosis (strain ATCC 25618 / H37Rv)); M. tuberculosis GlmU acetyltransferase enzyme assay; higher % means a stronger effect; inhibition, %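 (tested at 30 µM in the primary screen)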; hits with a dose series show IC50 in µM; 220,000 tested, 0.25% active; in the data active = inhibition above about 13%; inconclusive = no clear call, values can overlap the other calls;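 also: 0% = complete reaction with vehicle and 100% = reaction without substrate; strong numbers were not always called active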
Active calls of the source: *; u = inconclusive; x = not tested or not shown; & = joins results of further samples. A portion of the library (hit frequency here may not be typical).

Values in the order – GlmU inhibition | Mtb RmlCD inh
Cc1cc(C)nc(N2CCCC(C(=O)Nc3nnc(C(C)C)s3)C2)n1 (configuration not stated)
 : -5.0% | -9
Cn1ncc(Cl)c1C(=O)NC(=S)Nc1sc2c(c1C#N)CCCCC2
 : 0.1% | -5
OC(CNCCc1ccccc1)COc1ccc(OCC(O)CNCCc2ccccc2)cc1 (configuration not stated)
 : -1.8% | 4
CC1CCc2nc3ccc(S(=O)(=O)N4CCC(C(=O)NC5CCCC5)CC4)cc3c(C(=O)O)c2C1 (configuration not stated)
 : -4.5% | -4
COc1cccc(NC(=O)C(Sc2nnnn2C)c2ccccc2)c1 (configuration not stated)
 : 1.3% | -10
CSc1sc(C(=O)NCC2CC2)c2c1S(=O)(=O)N(C)c1ccccc1-2
 : -5.3% | x
CCCCOC(=O)n1c(SCC(=O)N(C)C)nc2ccccc21
 : 4.7% | x
C=CCc1cc(C)ccc1OCCn1ccnc1
 : 25% | x
O=C(Nc1nccs1)C1CC(=O)N(c2ccc(Cl)cc2)C1 (configuration not stated)
 : -0.3% | x
COc1cccc(OC)c1C(=O)NC(=S)NCc1ccco1
 : -2.7% | x
CC(C)OCCCNC(=O)c1sc(=S)n(C)c1N
 : 0.2% | x
COc1ccc(S(C)(=O)=O)cc1S(C)(=O)=O
 : 3.8% | 10
COc1ccccc1N=C1SCC(=O)N1Cc1ccco1
 : -7.6% | 9
OC(CN1CCN(c2ccccc2)CC1)c1ccc2c(c1)CCN2 (configuration not stated)
 : 1.5% | -7
CC(OC(=O)c1ccc2c(c1)C(=O)N(Cc1ccncc1)C2=O)C(=O)Nc1cccc(Cl)c1Cl (configuration not stated)
 : -8.8% | 11
CC1CCCC(NC(=O)COC(=O)Cc2c[nH]c3ccccc23)C1C (configuration not stated)
 : 2.0% | -2
N#Cc1ccc(C(=O)Nc2ccn(-c3ccccc3)n2)cc1
 : -0.2% | -12
CC(=O)c1cc(C#N)c(NCCCN(C)C)nc1C
 : -0.3% | -5
Cc1ccc(-n2c(C)cc(/C=c3/sc4nc5ccccc5n4c3=O)c2C)cc1
 : 0.8% | x
COc1ccc2c(CC(=O)OCC(=O)NC(=O)c3cccn3C)coc2c1
 : 2.4% | 1

More compounds:
Values in the order – GlmU inhibition | Mtb RmlCD inh
O=C(COc1cccnc1[N+](=O)[O-])NCCc1ccccc1
 : -2.6% | -15
CC(=O)NC1(c2ccc(F)cc2)CCN(C(=O)c2c(F)cccc2F)CC1
 : -0.5% | -10
COc1ccc(-c2cc(C(=O)NCC3CCCO3)c3ccccc3n2)cc1 (configuration not stated)
 : 4.2% | -8
O=S(=O)(c1ccc(F)cc1)N1CCC(O)(c2ccc3c(c2)OCO3)CC1
 : -6.7% | x
O=C(NC1CCCC1)C(c1ccc(Cl)cc1)N1CCN(C2CCCCC2)CC1 (configuration not stated)
 : 4.5% | x
CCCCOC(=O)C(NC(=O)c1ccccc1)=C(C)C
 : 0.3% | -8
Cc1ccc2nc(-c3ccc(S(=O)(=O)N4CCOCC4)cc3)cn2c1
 : -0.5% | x
Cc1ccc(C(=O)NCCCN2CCOCC2)cc1N1CCCC1=O
 : 1.9% | 9
O=C(Nc1ccncc1NC(=O)c1cccc([N+](=O)[O-])c1)c1cccc([N+](=O)[O-])c1
 : -0.6% | x
O=C(Nc1nnc(CSCc2ccc(Cl)cc2)s1)c1cccc([N+](=O)[O-])c1
 : 0.1% | -7
CCOC(=O)C(NC(=O)c1cccc(Cl)c1)(Nc1nnc(C)s1)C(F)(F)F (configuration not stated)
 : 4.0% | x
O=C(CCCc1ccccc1)NCc1cccnc1
 : 6.6% | 11
Cc1ccc2c(CN3CCN(S(=O)(=O)c4ccc5c(c4)OCCO5)CC3)cc(=O)oc2c1C
 : -9.1% | x
Cc1cc(C)n2c(=O)c3ccc(Cl)cc3nc2c1C#N
 : 1.0% | 0
Cc1cc2ccccn2c1C(=O)Nc1ccccc1
 : 2.6% | 9
O=C(NN1C(=O)C2C3c4ccccc4C(c4ccccc43)[C@@H]2C1=O)c1ccccc1 (some centres not stated)
 : -3.0% | x
Cc1cc(=O)oc(C)c1C(=O)Nc1ccc2nsnc2c1
 : 3.9% | 7
COc1ccc(C(c2nnnn2CC2CCCO2)N2CCN(c3ccccc3)CC2)cc1 (configuration not stated)
 : 2.6% | 3
CCOC(=O)c1sc2nccc(OC)c2c1N=CNOC
 : -6.3% | 9
O=c1[nH]c(N2CCCCC2)nc2c1CCCC2
 : -0.7% | 3

One compound at a time, from the list above. Values in the order: GlmU inhibition	Mtb RmlCD inh
Cc1ccc2c(CN3CCN(S(=O)(=O)c4ccc5c(c4)OCCO5)CC3)cc(=O)oc2c1C in the list: -9.1%	x
Cc1ccc(C(=O)NCCCN2CCOCC2)cc1N1CCCC1=O in the list: 1.9%	9

The list goes on:
Values in the order – GlmU inhibition | Mtb RmlCD inh
CCCc1cc(=O)oc2c3c(c4c(c12)OC(C)(C)C=C4)OC(C)C(C)C3O (configuration not stated)
 : -2.8% | -6
COc1cc(/C=C2\SC(N)=NC2=O)ccc1OCC(=O)Nc1ccc(C)cc1
 : -1.1% | -6
CC(=O)c1ccc(OCC(=O)c2cc(C)n(-c3ccc4c(c3)OCO4)c2C)cc1
 : 1.5% | 2
Cc1ccc2cc3c(N)c4c(C)ccc(C)c4nc3nc2c1
 : -8.3% | 5
O=C(Cc1coc2ccc3ccccc3c12)N1CCN(c2ncccn2)CC1
 : 4.4% | 3
Cc1ccc(-c2ccccc2)n1-c1ccc(C(=O)O)cc1
 : 0.4% | -9
FC(F)(F)c1nnc(Nc2ccc(Cl)cc2)s1
 : -1.2% | 6
CC(C)c1ccc(NC(=S)N(C)CCc2ccccn2)cc1
 : -1.3% | x
O=C1CC(N2CCC(Cc3ccccc3)CC2)C(=O)N1CCc1ccccc1 (configuration not stated)
 : 3.9% | x
C=CCOc1c(CNc2cccc(C(=O)O)c2)cccc1OCC
 : 18%* | 14
CSc1nc2ccccc2cc1/C=C(\C#N)c1ccccc1
 : 2.8% | x
COc1ccc(-n2nc(C(=O)NCC(=O)NCc3ccco3)c3ccccc3c2=O)c(OC)c1
 : 2.7% | 60
CCc1nc2sc3ccccc3c(=O)c2c(=O)n1Cc1ccco1
 : 3.1% | 0
O=S(=O)(N1CCCCC1)N1CCN(CC(O)COc2ccc3cc(Br)ccc3c2)CC1 (configuration not stated)
 : -3.1% | x
Cc1ccc(C(=O)Oc2cc(N)n(S(=O)(=O)c3ccc(C)cc3)n2)cc1
 : 0.6% | -8
CCn1c(CCCNC(=O)c2ccc(F)cc2)nc2ccccc21
 : -0.5% | -9
CN(C)S(=O)(=O)N1CCN(c2ccc([N+](=O)[O-])c(N3CCOCC3)c2)CC1
 : -1.5% | 8
CC(C)(C)NC(=O)C(c1cccs1)N(Cc1cccs1)C(=O)c1ccc(CN2CCOCC2)o1 (configuration not stated)
 : 8.5% | 5
CCOC(=O)c1cc2c(=O)n3cccc(C)c3nc2n(Cc2ccco2)c1=NC(=O)c1cccnc1
 : 1.1% | x
O=C(c1cccc(F)c1)N1CCC(O)(c2cccnc2)CC1
 : 0.5% | 4

Retrieved by compound from the entries so far (2):
Values in the order – GlmU inhibition | Mtb RmlCD inh
COc1ccccc1N=C1SCC(=O)N1Cc1ccco1
 : -7.6% | 9
Cc1ccc(-c2ccccc2)n1-c1ccc(C(=O)O)cc1
 : 0.4% | -9

More entries follow:
Values in the order – GlmU inhibition | Mtb RmlCD inh
COc1ccnc(Oc2ccc(F)cc2)c1C#N
 : -5.3% | -2
CCOc1ccc(C(=O)CN2CCN(S(=O)(=O)c3ccc(OC)cc3)CC2)cc1
 : 0.7% | -4
NC(=O)NCc1cccs1
 : -5.1% | -10
Cc1ccc(-n2cc[nH]c2=S)c(C)c1
 : -2.4% | -5
CCOCCc1nnc(NC(=O)CN2C(=O)c3ccccc3C2=O)s1
 : 4.0% | 7
O=C(CSc1nnc(-c2ccccc2)c2ccccc12)NCC1CCCO1 (configuration not stated)
 : 0.6% | -13
CC(C)CNC(=O)c1c2c(nc3ccccc13)-c1ccccc1CC2
 : -5.0% | -3
CCCC(=O)Nc1nnc(-c2cccc(OCC)c2)s1
 : 4.0% | -7
O=C(Nc1cc(C(F)(F)F)ccc1Cl)c1cc(C2CC2)on1
 : 0.3% | 11
COC(=O)c1ccccc1C(=O)N1CCCC(C(=O)c2cc(F)ccc2F)C1 (configuration not stated)
 : -0.4% | -9
c1ccc(C2=Nc3c(ccc4ccccc34)C(c3ccncc3)=NN2)cc1
 : 1.3% | 4
O=C(NCC1CCCO1)c1cccc(S(=O)(=O)NCc2ccccc2)c1 (configuration not stated)
 : -2.9% | 2
Cc1[nH]n(-c2ccccc2)c(=O)c1C=Nc1ccc(S(=O)(=O)N(C)C)cc1
 : 0.0% | 4
CCN1C(=O)c2cccc3c(NC(=O)C4CCCCC4)ccc1c23
 : 10% | 8
CC1CN(S(=O)(=O)c2cccc3nsnc23)CC(C)O1 (configuration not stated)
 : -2.2% | x
CCCCOc1ccc(NC(=O)c2cnc(C)cn2)cc1
 : 3.7% | -9
COC1(OC)N=C(N)C2(C#N)C(c3ccc4c(c3)OCO4)C12C#N (configuration not stated)
 : -2.7% | x
CCCn1c(=O)c2ccccc2n2c(SCC(=O)Nc3cc(C)on3)nnc12
 : 2.2% | x
Nc1ccc(C(=O)OCC(=O)Nc2ccc3c(c2)OCO3)cc1[N+](=O)[O-]
 : 0.9% | 5
O=Cc1ccc(-c2ccc(C(=O)O)cc2)o1
 : 3.0% | u

Additional results:
Values in the order – GlmU inhibition | Mtb RmlCD inh
Cn1c(SCC(=O)NNC(=S)Nc2ccccc2)nnc1-c1ccccc1
 : 2.9% | -13
O=C(Cc1cc(=O)[nH][nH]1)N/N=C/c1cccc(Cl)c1Cl
 : 0.7%&1.3% | -6&61
NS(=O)(=O)c1ccc(NC(=S)NCc2ccccc2Cl)cc1
 : -4.2% | -8
COC(=O)c1cc(-c2cccc(OC)c2)n[nH]1
 : -1.2% | x
O=C(NC(CC(=O)N1CCN(c2ccccc2)CC1)c1ccccc1)c1ccccc1Cl (configuration not stated)
 : 1.2% | 5
Cn1c(=O)c(=O)n(C)c2cc(S(=O)(=O)N3CCCC3C(=O)NCc3cccnc3)ccc21 (configuration not stated)
 : -7.1% | x
O=C(c1ccco1)N1CCN=C1SCc1cccc(F)c1
 : 2.5% | x
CCCC[n+]1ccn(-c2nc3ccccc3nc2[N-]S(=O)(=O)c2cccs2)c1
 : -5.7% | x
O=C(NC(=S)Nc1ccc(S(=O)(=O)Nc2nccs2)cc1)C1CC1
 : -4.8% | x
Cc1cc(C(=O)N=Nc2c(O)n(C(C)C)c3ccccc23)n[nH]1
 : 3.9% | 4
O=C(NNC(=O)c1csc(-c2cccnc2)n1)c1ccccc1
 : 0.3% | -1
CCN(CC)C(=O)NCc1c(C)cc(C)cc1C
 : -3.4% | -14
C/C(=N/NC(=S)Nc1ccccc1)c1ccc2c(c1)OCO2
 : 8.4% | -8
CN(C)S(=O)(=O)c1cccc(NC(=O)c2n[nH]c(=O)c3ccccc23)c1
 : -1.7% | 1
Cc1ccc(NC(=O)COc2ccc(C(=O)NCCc3ccccc3)cc2)cc1
 : 2.9% | x
COc1ccc2nc(-c3ccc(F)cc3)sc2c1
 : -0.4% | x
O=C(NCCc1ccccc1)c1cc(-c2ccc3c(c2)OCO3)on1
 : 1.2% | x
Nc1nonc1C(=O)N/N=C/c1ccc(-c2cccc([N+](=O)[O-])c2)o1
 : 1.6% | x
O=C(NC1CCCC1)c1ccc(S(=O)(=O)N2CCOCC2)cc1
 : 6.0% | -4
Cc1oc(-c2cccc(Cl)c2)nc1CN1CCC(C(=O)NCc2ccco2)CC1
 : -7.3% | u

Six compounds from above, sorted by number of heavy atoms, high to low.
Values in the order – GlmU inhibition | Mtb RmlCD inh
CC(=O)c1ccc(OCC(=O)c2cc(C)n(-c3ccc4c(c3)OCO4)c2C)cc1
 : 1.5% | 2
c1ccc(C2=Nc3c(ccc4ccccc34)C(c3ccncc3)=NN2)cc1
 : 1.3% | 4
Cc1ccc(C(=O)NCCCN2CCOCC2)cc1N1CCCC1=O
 : 1.9% | 9
CCCCOC(=O)n1c(SCC(=O)N(C)C)nc2ccccc21
 : 4.7% | x
CCCCOc1ccc(NC(=O)c2cnc(C)cn2)cc1
 : 3.7% | -9
CC(=O)c1cc(C#N)c(NCCCN(C)C)nc1C
 : -0.3% | -5

Next section.
Values in the order – GlmU inhibition | Mtb RmlCD inh
CC1CN(CCc2ccccc2)c2nc3c(c(=O)[nH]c(=O)n3C)n2C1 (configuration not stated)
 : 0.3% | -8
COc1ccccc1-c1nnc(SCC(=O)NC2CCS(=O)(=O)C2)n1N (configuration not stated)
 : 3.3% | 12
Cc1cc(=O)oc2c(C(=O)c3ccccc3)c(OCC(N)=O)ccc12
 : 0.3% | 1
Cc1nn(C)c(C(=O)N2CCN(C(=O)c3ccco3)CC2)c1Br
 : -3.5% | x
CCOC(=O)CC(=O)CSc1nc2sc(C)cc2c(=O)n1Cc1ccco1
 : 6.9% | 6
COc1cc2c(cc1OC)CN(CC(=O)Nc1cccc(C)c1)CC2
 : -2.5% | -36
O=C(NCCCNCCCNC(=O)c1ccccn1)c1ccccn1
 : 1.9% | x
CCCCn1c(C)cc(C)c(S(=O)(=O)c2ccccc2C)c1=O
 : 3.3% | 7
COc1ccc(NC2c3ccccc3C(=O)N2c2ccccn2)cc1 (configuration not stated)
 : 2.8% | 6
CCc1nnc(NC(=O)CSc2nc3c(c(=O)n2C)SC(C)C3)s1 (configuration not stated)
 : 3.5% | 13
COc1ccc(CC2S/C(=N/N=C/c3ccc(O)cc3)NC2=O)cc1 (configuration not stated)
 : 1.9% | 2

Screening data deposited in PubChem by several laboratories.
